From PubChem
Hck Nef HTS: human Hck-Nef kinase inhibition; P08631; inhibition, % at 20 µM; actives 0.68% (n = 220,000); Recombinant Hck-YEEI plus Nef, Z-Lyte FRET kinase assay;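 active = Hck-Nef kinase inhibition above about 50%, limit read from the data; inactive = inhibition below that limit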;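 also: 0% = DMSO with Hck plus Nef and 100% = Hck alone without Nef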
FXIa inh 1536: inhibitors of human coagulation factor XIa; P03951; purified FXIa, Boc-Glu-Ala-Arg-AMC fluorogenic substrate; inhibition, % at 5 µM; actives 0.14% (n = 220,000);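 active = inhibition of at least 40%; inactive = inhibition below 40%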;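 also: fluorescence of freed AMC excited at 355 nm; 0% = enzyme without compound and 100% = no enzyme blank; many of its hits are not listed in these tables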
Rad51 HR inh: blocks human Rad51 in homologous recombination; Q06609; hRad51 DNA strand exchange, fluorescence dequenching; inhibition, % at 10 µM; actives 0.085% (n = 200,000); AID 1385;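 active = inhibition above 40% at the single screening dose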;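 also: 0% = DMSO control wells and 100% = blanks with heterologous ssDNA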
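Test system: preformed human Rad51 ssDNA filaments. Compound dosing: single dose, 10 µM final compound. Incubation: filaments 15 min 37 °C, then compound 30 min. Technique: FRET fluorescence dequenching, excitation 485 nm, emission 520 nm. Read-out basis: percent inhibition from fluorescence, normalised to plate control and blank means. Benchmarks: plate controls and plate blanks.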
KCC2 mod: modulators of human KCC2 chloride dependent transport; KCC2 cells, thallium flux FluoZin-2 fluorescence; actives 2.2% (n = 190,000); B-score of Tl+ flux slope (higher = more flux/activation; lower = inhibition) at 10 µM; AID 1456;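 active = thallium flux slope and its plate-corrected score both differing from the plate sample mean at a set confidence after two filtering rounds, in either direction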;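 also: slope of fluorescence scaled to starting intensity during 10 to 20 s after thallium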
FXIIa inh 1536: inhibitors of human coagulation factor XIIa; actives 0.3% (n = 220,000); purified FXIIa, Boc-QGR-AMC fluorogenic substrate, 2 h; inhibition, % at 5 µM; in the data active = inhibition above about 40%;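 also: 0% = enzyme with no compound and 100% = blank without enzyme; many of its hits are not listed in these tables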
Target sequence (P00748 20-372 limits assumed): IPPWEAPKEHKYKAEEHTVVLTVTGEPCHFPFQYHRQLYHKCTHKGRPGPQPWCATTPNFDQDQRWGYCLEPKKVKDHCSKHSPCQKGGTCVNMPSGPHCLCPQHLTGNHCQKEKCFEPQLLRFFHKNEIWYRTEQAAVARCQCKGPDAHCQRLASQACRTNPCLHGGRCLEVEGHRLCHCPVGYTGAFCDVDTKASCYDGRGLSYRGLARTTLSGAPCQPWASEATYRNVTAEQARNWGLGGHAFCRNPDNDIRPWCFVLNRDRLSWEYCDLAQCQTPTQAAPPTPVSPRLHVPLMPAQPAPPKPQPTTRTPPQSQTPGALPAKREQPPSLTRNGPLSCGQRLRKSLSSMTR
Target sequence (P00748 373-615 limits assumed): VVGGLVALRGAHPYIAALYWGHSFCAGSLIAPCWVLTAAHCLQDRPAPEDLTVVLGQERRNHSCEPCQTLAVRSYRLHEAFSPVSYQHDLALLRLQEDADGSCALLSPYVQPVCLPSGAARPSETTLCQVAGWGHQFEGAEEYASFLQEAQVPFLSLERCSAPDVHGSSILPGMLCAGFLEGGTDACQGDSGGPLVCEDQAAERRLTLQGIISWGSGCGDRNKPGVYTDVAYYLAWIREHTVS
hK5 inh: inhibitors of human kallikrein 5; actives 0.59% (n = 210,000); recombinant hK5, fluorogenic AMC substrate cleavage; Q9Y337; inhibition, % at 5 µM;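 active = inhibition of 40% or more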;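 also: 0% = enzyme controls without compound and 100% = no-enzyme blanks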
Target sequence (Q9Y337 67-293 limits assumed): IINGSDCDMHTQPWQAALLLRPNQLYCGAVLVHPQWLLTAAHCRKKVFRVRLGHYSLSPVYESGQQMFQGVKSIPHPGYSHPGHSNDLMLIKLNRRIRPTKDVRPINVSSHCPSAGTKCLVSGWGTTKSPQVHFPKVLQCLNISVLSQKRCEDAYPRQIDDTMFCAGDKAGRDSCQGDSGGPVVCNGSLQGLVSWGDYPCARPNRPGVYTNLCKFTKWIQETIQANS
L929 necroptosis: L929 zVAD cell death inhibition; AID 1377; viability rescue, % at 10 µM; L929 zVAD necroptosis rescue, ATP luminescence, 24 h; with zVAD 60 µM; actives 0.38% (n = 220,000);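 active = activation, scaled between plate controls, above about 75%, limit read from the data; inactive = activation under that limit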;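 also: 0% = zVAD with DMSO and 100% = DMSO alone without zVAD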
TNF necrop inh: TNF-alpha cell death inhibition in Jurkat FADD-/- cells | Jurkat FADD-/- TNF necroptosis rescue, ATP luminescence, 24 h; 0 = TNF only, 100 = no-TNF cells | activation (protection from cell death), % at 10 µM | actives 0.068% (n = 220,000) | AID 463075;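 active = activation, meaning protection from cell death, of at least 50% relative to plate controls; inactive = activation below 50%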;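 also: necroptosis triggered by 40 ng/mL TNF-alpha added together with compound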
thrombin 1536: thrombin (human) inhibition | P00734 | alpha-thrombin, Boc-VPR-AMC fluorogenic substrate cleavage | inhibition, % at 5 µM | actives 0.26% (n = 220,000) | AID 1046;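 active = inhibition at or above 40%; inactive = inhibition below 40%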;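 also: 0% = enzyme with no compound and 100% = wells without enzyme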
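Material: human alpha-thrombin enzyme / Medium: pH 7.5 Tris (50 mM) with NaCl 150 mM, Tween 20 0.05% / Compound: single-point dosing at 5 µM, 0.2% DMSO / Incubation: enzyme reaction carried out at room temperature / Detection: AMC fluorescence, 355/460 nm / Read-out basis: percent inhibition scaled between no-compound controls and no-enzyme blanks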
Active calls of the source: *; x = not tested or not shown; & = joins results of further samples. Only part of the results is shown (hit frequency here may not be typical).

Results follow in this order: Hck Nef HTS	FXIa inh 1536	Rad51 HR inh	KCC2 mod	FXIIa inh 1536	hK5 inh	L929 necroptosis	TNF necrop inh	thrombin 1536
> O=C(CC1C(=O)NCCN1Cc1ccoc1)NCCCn1ncc2ccccc21 (stereo not drawn)
→ 8.4	-4.0	6.8	0.0634	4.8	-5.3	0.8	-0.7	-4.7
> CCc1ccc(NC(=O)C(CC)Sc2nc3cc4c(cc3c(=O)n2Cc2ccco2)OCO4)cc1 (stereo not drawn)
→ 18.2	1.4	9.1	-0.342	8.3	1.7	1.0	2.4	-3.3
> Cc1nc(C)n(C(=O)N(c2ccccc2)c2ccccc2)n1
→ 0.1	4.3	0.0	x	3.0	-5.2	-0.2	-2.1	-2.4
> CC(=O)c1cc2c(cc1NC(=O)C1CCC1)OCO2
→ 24.0	3.3	-1.0	-0.184	2.9	-1.2	2.4	0.1	-9.7
> Cc1ccc(C(=O)Nc2nc(=O)[nH]s2)cc1
→ 19.1&-6.4	3.2	-1.3&25.3	-0.0158&-1.1	4.3	-2.7	0.8&1.6	-0.6&0.1	-4.9
> S=C1NNC2(CC3CC2C2CCCC32)NN1 (stereo not drawn)
→ 15.5	1.9	-5.9	0.893	7.2	-0.6	-1.7	-1.4	-3.2
> Cc1ccc(NC2Sc3ccccc3NC2=O)cc1Cl (stereo not drawn)
→ 1.8	7.4	-3.7	-0.0709	0.5	5.4	-0.5	0.5	-0.2
> O=C1NC(=S)N/C1=C\c1cccc([N+](=O)[O-])c1
→ -17.6	0.6	-4.8	0.346	13.2	-11.8	-0.1	-2.3	-4.7
> CCOc1cc(/C=C2\C(=O)N(CCc3ccc(OC)c(OC)c3)C(C)=C2C(=O)OC)ccc1O
→ 4.6	5.7	x	-0.0785	11.4	-15.4	0.3	6.2	-3.4
> COc1ccc(N2CCN(c3cc(C)c4ccc(C)cc4n3)CC2)cc1
→ 26.6	1.9	1.6	x	9.9	-5.9	0.9	1.2	9.6
> Cc1ccc2c(c1)c(=O)c1c3n2CCN(C(=O)CCl)C3CC1 (stereo not drawn)
→ -0.3	3.8	1.2	-0.0126	13.6	0.4	-0.3	30.2	-1.4
> Cc1cc(OCCN2CCOCC2)ccc1[N+](=O)[O-]
→ 2.0	4.7	-5.8	1.57	12.0	-8.6	0.4	2.7	-11.3
> C=CCOc1ccccc1CNn1nnnc1N
→ 9.7	1.8	3.5	x	17.3	-10.4	-1.6	-0.1	-0.6
> COc1ccc(NC(=O)/C(C#N)=C/c2c(C)nn(-c3ccc(F)cc3)c2Cl)cc1OC
→ 24.8	8.3	8.6	0.195	3.2	-8.1	-0.7	1.0	-4.3
> CC1CCc2c(sc(NC(=O)C3c4ccccc4Oc4ccccc43)c2C(N)=O)C1 (stereo not drawn)
→ 4.8	4.8	7.4	0.124	4.9	-15.2	0.9	1.8	-3.5
> CCn1c(SCC(=O)Nc2nc3ccccc3s2)nnc1-c1ccc(Br)cc1
→ -1.1	-3.1	-7.4	x	-2.9	4.8	0.2	0.7	-4.0
> COc1ccc(C(C(=O)NC2CCCCC2)N(C(=O)c2sc(C)nc2C)c2ccc(OC)cc2)cc1 (stereo not drawn)
→ 2.6	2.4	9.5	x	8.2	2.3	-0.2	-2.7	0.4
> O=c1[nH]c2cccc(Cl)c2n(CCNc2ncc(C(F)(F)F)cc2Cl)c1=O
→ 0.1	6.3	-2.8	0.673	16.3	-3.6	0.2	-9.9	4.1
> Cc1cc(/C(N)=N/OC(=O)Nc2ccc(Cl)cc2)no1
→ 13.7	2.5	23.2	-0.678	4.2	-0.8	0.6	0.9	0.3
> COc1ccc(Br)cc1C1CC(=O)N2CN(Cc3ccccc3)CSC2=C1C#N (stereo not drawn)
→ 0.3	13.3	1.4	-0.369	-1.9	-1.1	0.4	-1.0	-1.8
> C/C(CS(=O)(=O)c1ccccc1)=N\O
→ 23.7	-0.9	18.4	-1.12	7.9	-7.3	12.4	0.3	4.1
> C=CCSc1nc(C)cc(C(=O)OCC)c1C#N
→ 6.5	1.1	-0.9	x	1.2	-2.0	0.0	-0.3	-7.3
> Clc1cc(Br)ccc1OCCOCCOc1cccc2cccnc12
→ 0.3	-13.9	3.9	0.0396	-11.0	-6.2	0.6	0.9	-0.1
> Cc1c(Cl)cccc1NC(=S)N(CCN(C)C)C(C)c1ccco1 (stereo not drawn)
→ 13.5	-1.1	18.3	0.354	9.9	-1.6	0.2	-0.7	-1.4
> Cc1cccc(NC(=O)CN2C(=O)CNC2=O)c1
→ 1.4	3.1	x	x	-18.9	-23.2	0.6	1.1	-9.7
> CC(CN(C)C)CN1c2ccccc2CCc2ccccc21 (stereo not drawn)
→ 22.5	4.1	-0.5	-1.73	10.4	3.5	-1.0	0.5	4.2
> Cc1ccc(S(=O)(=O)N2CCOCC2)cc1C(=O)Nc1ccc(C(N)=O)cc1
→ 15.1	11.0	-3.6	-0.524	11.1	3.0	-0.2	1.5	2.1
> Cc1cc(N=Nc2ccccc2)c(NCC(O)C(O)C(O)CO)cc1C (stereo not drawn)
→ -10.1	-1.9	9.0	-0.102	5.6	-7.0	0.9	0.2	5.9
> CC(=O)N1CCc2c(sc(NC(=O)c3ccc([N+](=O)[O-])o3)c2C#N)C1
→ 7.5	-2.3	-10.2	-0.358	3.5	-9.3	60.5	-3.8	2.1
> CCC(C)(C)n1nnnc1C(c1ccc(OC)c(OC)c1)N1CCN(c2ccc(F)cc2)CC1 (stereo not drawn)
→ 1.6	-5.6	-4.1	-0.963	-8.6	0.5	-0.2	1.8	-7.7

Following part.
SMILES | Hck Nef HTS | FXIa inh 1536 | Rad51 HR inh | KCC2 mod | FXIIa inh 1536 | hK5 inh | L929 necroptosis | TNF necrop inh | thrombin 1536
O=C(Nc1nnc(CSCc2ccccc2F)s1)c1cccc([N+](=O)[O-])c1 | 2.5 | 18.5 | -4.9 | 0 | 23.9 | -14.1 | 0.7 | 1.1 | -9.4
CC(=O)c1cc2c(cc1NC(=O)c1ccc(C)cc1)OCO2 | 6.5 | -3.8 | 2.6 | 1.15 | 5.7 | -12.2 | 0.8 | 0.2 | -4.5
COC(=O)CNC(c1ccccc1)c1cc(Br)ccc1N (stereo not drawn) | 5.1 | -2.8 | -7.5 | -0.00109 | -0.1 | -4.4 | 1.2 | -0.4 | -5.2
Cc1ccc(NC(=O)COC(=O)c2cc(Cl)cc(Cl)c2)c(Br)c1 | 4.3 | -0.9 | 8.0 | -0.0442 | 11.7 | -14.8 | x | 1.0 | -2.3
Cc1nnc(NC(=O)c2cccc(Br)c2)s1 | 1.8 | -2.8 | 8.0 | -0.165 | 4.3 | -3.2 | -0.1 | 0.2 | 0.9
COc1ccc(C(=O)O/N=C(/C)c2cccs2)cc1 | -6.0 | 16.4 | 5.5 | -1.72 | 4.9 | -5.7 | -0.8 | -2.9 | -3.9
CCN(CC)S(=O)(=O)c1cccc(C(=O)Nc2sc3c(c2C(N)=O)CCCC3)c1 | 0.6 | -7.1 | -2.3 | 0.219 | 12.3 | 6.0 | 0.0 | 0.1 | -5.6
CC(C)CCN1C(=O)c2ccc(C(=O)Nc3cccc(S(N)(=O)=O)c3)cc2C1=O | -0.5 | 2.9 | 20.3 | 0.95 | 14.7 | -2.1 | -0.2 | -1.3 | 2.0
N#Cc1ccc(NC(=O)COC(=O)CCc2ccc(S(=O)(=O)N3CCCCC3)cc2)cc1 | 0.3 | -1.5 | 6.1 | -0.421 | 5.4 | -9.4 | 0.9 | 1.8 | -7.3
N#Cc1c(N)c(C(=O)c2ccc(Br)cc2)n2c1CCC2 | 9.7 | 0.7 | x | x | 3.2 | 9.1 | 0.6 | -1.1 | -0.7
CCOC(=O)Cn1c(=O)c2c(nc(N3CCCCC3)n2Cc2ccccc2)n(C)c1=O | 2.3 | 1.6 | 43.9* | -0.419 | 2.5 | -14.5 | 0.1 | -4.2 | 3.4
COc1ccc(-n2c(SCC(N)=O)nnc2-c2cccnc2)cc1 | -1.5 | 5.3 | -3.1 | 0.694 | 12.0 | -7.0 | -0.1 | -1.2 | 0.9
COc1ccccc1/C=C1/C(=O)N(c2cc(C)cc(C)c2)C(c2cccc([N+](=O)[O-])c2)S1(=O)=O (stereo not drawn) | 0.2 | 6.2 | 6.7 | 0.114 | 9.1 | -15.4 | -0.5 | 2.7 | -1.0
CCc1cccc(CC)c1NC(=O)COC(=O)CC1c2ccccc2CCN1S(=O)(=O)c1ccccc1 (stereo not drawn) | 2.6 | 0.8 | 2.6 | 0.251 | 1.1 | -6.5 | 0.4 | 3.0 | 7.2
Oc1ccc(/C=N/NC(=S)Nc2cccnc2)cc1O | 13.4 | -6.6 | 9.3 | 0.454 | -0.3 | -91.1 | 0.7 | 1.7 | -14.8
CC1CCN(S(=O)(=O)c2ccc(NC(=O)N3c4ccccc4Sc4ccccc43)cc2)CC1 | 0.0 | 0.6 | 1.3 | x | 8.1 | -19.2 | 14.5 | -0.5 | -9.8
COCCCNCCCCOc1ccc(OCc2ccccc2)cc1 | 19.3 | -3.0 | x | 0.0396 | 4.2 | -0.1 | -0.2 | 6.0 | 4.7
CCC(C)[C@H](NC(=O)NCc1ccco1)C(=O)OC (stereo partly drawn) | -3.3 | 4.2 | 10.3 | -0.22 | 7.3 | -4.2 | -0.7 | -2.1 | -1.7
COc1ccc(OC)c(NC(=O)Cc2nn(C)c(=O)c3ccccc23)c1 | -9.7 | 5.0 | -0.3 | 0.71 | 8.0 | 7.5 | -0.2 | -3.1 | -1.1
Cc1ccccc1OCCNC(=O)c1ccccc1Sc1ccccc1C#N | 0.3 | 4.9 | x | -3.22 | 11.9 | -4.2 | -0.1 | -4.3 | -0.3
CC(=O)Nc1nc(SCc2cccc3ccccc23)n[nH]1 | 2.1 | 2.4 | -2.9 | x | 12.2 | -19.6 | 0.1 | -2.8 | 0.6
CC(C)(C)C(=O)N1CCc2cc(-c3csc(N)n3)ccc21 | 1.1 | -5.9 | -15.1 | -0.54 | 10.1 | 4.0 | 1.6 | -1.4 | -4.0
COc1ccc(CCN2C(=O)C3C4C=CC(C4)C3C2=O)cc1OC (stereo not drawn) | 0.7 | -8.1 | -0.2 | x | -5.1 | 5.8 | 0.3 | -1.0 | -6.8
COc1ccc(-n2ccnc2SCC(=O)Nc2ccc(OC)cc2OC)cc1 | 2.5 | -0.3 | -10.5 | x | 18.4 | -9.6 | 1.1 | 1.5 | 1.9
Cc1cccnc1CN1CCN(Cc2nc(C(c3ccccc3)c3ccccc3)no2)CC1 | -3.7 | -4.0 | 9.8 | x | 4.7 | x | -0.5 | 0.2 | 2.8
